From PubChem BioAssay
NSD2_block – inhibitors of human NSD2 methyltransferase; NSD2-SET H3K36me1 DELFIA fluorescence, biochemical; inhibition, % at 12.5 µM; 0.07% of 44,000 active; O96028; in the data active = inhibition above about 54%, passing the limit was not always enough;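 note: inhibitors reduce the monomethyl H3K36 fluorescence signal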
Numbers without * were called inactive; & = joins results of further samples.

SMILES NSD2_block
C[C@@H]1CN([C@H](C)CO)C(=O)Cc2cc(NC(=O)Nc3ccccc3)ccc2O[C@H]1CN(C)Cc1ccncc1 -7
C[C@H](CO)N1C[C@H](C)[C@H](CN(C)C(=O)Nc2ccc3c(c2)OCO3)Oc2c(NC(=O)c3ccncc3)cccc2C1=O -5
C[C@H]1CN([C@@H](C)CO)C(=O)Cc2cc(NC(=O)CCCCCC(=O)Nc3ccccc3N)ccc2O[C@@H]1CN(C)Cc1ccc(Oc2ccccc2)cc1 3
Cc1noc(C)c1NC(=O)Nc1cccc2c1O[C@H](CN(C)S(=O)(=O)c1cn(C)cn1)[C@H](C)CN([C@@H](C)CO)C2=O -1
C[C@H](CO)N1C[C@H](C)[C@@H](CN(C)C(=O)Nc2ccc(F)cc2)Oc2cc(-c3cccc(C(=O)N(C)C)c3)ccc2S1(=O)=O -1
C[C@@H]1CN([C@H](C)CO)C(=O)c2cc(/C=C/c3ccccc3)cnc2O[C@@H]1CN(C)C(=O)Cc1cccnc1 -1
COc1ccc(CN(C)C[C@@H]2Oc3c(NS(=O)(=O)c4cccs4)cccc3C(=O)N([C@H](C)CO)C[C@@H]2C)cc1 7
COc1ccc(NC(=O)N(C)C[C@@H]2OCCCC[C@@H](C)Oc3ccc(NC(=O)Nc4ccccc4)cc3C(=O)N([C@H](C)CO)C[C@H]2C)cc1 -2
Cc1ccc(S(=O)(=O)N(C)C[C@@H]2Oc3ccc(NC(=O)Nc4cccc5ccccc45)cc3C(=O)N([C@H](C)CO)C[C@@H]2C)cc1 -2
C/C=C/c1ccc2c(c1)O[C@H](CN(C)C(=O)CN(C)C)[C@@H](C)CN([C@@H](C)CO)S2(=O)=O -1
COc1ccccc1NC(=O)N(C)C[C@@H]1OCc2cn(nn2)CCCC(=O)N([C@@H](C)CO)C[C@H]1C 0
Cc1ccc(S(=O)(=O)Nc2ccc3c(c2)CC(=O)N([C@@H](C)CO)C[C@@H](C)[C@H](CN(C)Cc2ccc(C(F)(F)F)cc2)O3)cc1 -55
Cc1ccc(S(=O)(=O)Nc2ccc3c(c2)C(=O)N([C@@H](C)CO)C[C@@H](C)[C@@H](CN(C)C)OCCCC[C@H](C)O3)cc1 -3
CC(C)CC#Cc1ccc2c(c1)O[C@@H](CN(C)Cc1ccccc1)[C@H](C)CN([C@H](C)CO)S2(=O)=O -9
O=C(N[C@@H](Cc1ccccc1)Cn1cc(CN2C(=O)COC[C@H]2c2ccccc2)nn1)c1ccccc1 -2
Cc1noc(C)c1S(=O)(=O)Nc1ccc2c(c1)CC(=O)N([C@H](C)CO)C[C@H](C)[C@@H](CN(C)S(=O)(=O)c1cccs1)O2 9
C[C@@H]1CCCCO[C@H](CN(C)S(=O)(=O)c2ccccc2)[C@H](C)CN([C@@H](C)CO)C(=O)c2cc(N(C)C)ccc2O1 8
C[C@@H]1CN([C@@H](C)CO)C(=O)c2cc(NS(=O)(=O)c3ccccc3)ccc2O[C@H]1CN(C)C(=O)Nc1cccc2ccccc12 -2
C[C@@H]1CN([C@@H](C)CO)C(=O)c2cc(NS(=O)(=O)c3cn(C)cn3)ccc2O[C@@H](C)CCCCO[C@H]1CN(C)S(=O)(=O)c1ccc(Cl)cc1 -5
CC(C)NS(=O)(=O)c1ccc(N2C(=O)CC3(CCCC3)C2=O)c(Cl)c1 -5
O=C(N/N=C/c1cc(O)ccc1O)c1ccccc1O 15
CNC[C@@H]1Oc2ncc(-c3cccc(F)c3)cc2C(=O)N([C@H](C)CO)C[C@@H]1C 2&2
C[C@H](CO)N1C[C@H](C)[C@H](CN(C)C)Oc2ccc(NC(=O)c3ccncc3)cc2C1=O -1
CNC[C@H]1Oc2ccc(NS(=O)(=O)c3ccc(C)cc3)cc2C(=O)N([C@@H](C)CO)C[C@H]1C 17
C[C@@H]1CN([C@H](C)CO)C(=O)Cc2cc(NC(=O)Nc3ccc(C(F)(F)F)cc3)ccc2O[C@H]1CN(C)C 3
COc1ccc(NC(=O)N(C)C[C@@H]2OCCCC[C@@H](C)Oc3ccc(NC(=O)C4CCCCC4)cc3C(=O)N([C@@H](C)CO)C[C@H]2C)cc1 3
C[C@@H]1CN([C@H](C)CO)C(=O)Cc2cc(NS(=O)(=O)c3ccc(Cl)cc3)ccc2O[C@H]1CN(C)C(=O)Nc1cccc2ccccc12 -3
Cc1noc(C)c1S(=O)(=O)Nc1ccc2c(c1)C(=O)N([C@H](C)CO)C[C@H](C)[C@@H](CN(C)C(=O)NC1CCCCC1)OCCCC[C@@H](C)O2 0
Cc1ccc(S(=O)(=O)N(C)C[C@H]2OCCCC[C@H](C)Oc3ccc(NC(=O)NC(C)C)cc3C(=O)N([C@@H](C)CO)C[C@@H]2C)cc1 0
Cc1noc(C)c1S(=O)(=O)Nc1ccc2c(c1)C(=O)N([C@H](C)CO)C[C@H](C)[C@H](CN(C)Cc1ccccc1)OCCCC[C@H](C)O2 -5
CCOC(=O)N(C)C[C@H]1OCc2cn(nn2)CCCC(=O)N([C@@H](C)CO)C[C@@H]1C 3
CC(=O)Nc1cccc(-n2nnc(SCC(=O)c3ccccc3)n2)c1 0
COc1ccccc1C#Cc1ccc2c(c1)O[C@H](CN(C)Cc1cncnc1)[C@H](C)CN([C@H](C)CO)S2(=O)=O 0
C[C@@H]1CN([C@@H](C)CO)C(=O)CCCn2cc(nn2)CO[C@@H]1CN(C)Cc1ccc2c(c1)OCO2 26
C[C@@H]1CN([C@@H](C)CO)C(=O)c2cc(NC(=O)CCCN(C)C)ccc2O[C@@H]1CN(C)C(=O)NC1CCCCC1 4
C[C@@H]1CN([C@@H](C)CO)C(=O)c2cccc(NC(=O)Nc3ccc4c(c3)OCO4)c2O[C@H]1CN(C)S(=O)(=O)c1cccs1 -6
CC(C)NC(=O)Nc1ccc2c(c1)C(=O)N([C@H](C)CO)C[C@H](C)[C@H](CN(C)C(=O)C1CCCCC1)OCCCC[C@H](C)O2 1
COc1ccc(NC(=O)Nc2ccc3c(c2)CC(=O)N([C@@H](C)CO)C[C@@H](C)[C@H](CN(C)S(=O)(=O)c2cn(C)cn2)O3)cc1 -301
COc1cc(C(F)(F)F)nc2ccc(C#CCOC(=O)Nc3ccccc3)cc12 -7
O=C1C2C=C(I)[C@H](C[C@@H]2OCCCCO)[C@@]12CO2 -5

No new results follow: an excerpt of the list.
SMILES NSD2_block
O=C(N/N=C/c1cc(O)ccc1O)c1ccccc1O 15
CNC[C@@H]1Oc2ncc(-c3cccc(F)c3)cc2C(=O)N([C@H](C)CO)C[C@@H]1C 2&2

Some of these compounds in order of SMILES length, smallest number first:
SMILES NSD2_block
C[C@H](CO)N1C[C@H](C)[C@H](CN(C)C)Oc2ccc(NC(=O)c3ccncc3)cc2C1=O -1
C[C@@H]1CN([C@@H](C)CO)C(=O)CCCn2cc(nn2)CO[C@@H]1CN(C)Cc1ccc2c(c1)OCO2 26
C[C@@H]1CN([C@H](C)CO)C(=O)Cc2cc(NS(=O)(=O)c3ccc(Cl)cc3)ccc2O[C@H]1CN(C)C(=O)Nc1cccc2ccccc12 -3
Cc1ccc(S(=O)(=O)N(C)C[C@H]2OCCCC[C@H](C)Oc3ccc(NC(=O)NC(C)C)cc3C(=O)N([C@@H](C)CO)C[C@@H]2C)cc1 0
COc1ccc(NC(=O)N(C)C[C@@H]2OCCCC[C@@H](C)Oc3ccc(NC(=O)C4CCCCC4)cc3C(=O)N([C@@H](C)CO)C[C@H]2C)cc1 3
Cc1noc(C)c1S(=O)(=O)Nc1ccc2c(c1)C(=O)N([C@H](C)CO)C[C@H](C)[C@@H](CN(C)C(=O)NC1CCCCC1)OCCCC[C@@H](C)O2 0

Returning to the listing, starting 4 compounds before the break.
SMILES NSD2_block
CC(C)NC(=O)Nc1ccc2c(c1)C(=O)N([C@H](C)CO)C[C@H](C)[C@H](CN(C)C(=O)C1CCCCC1)OCCCC[C@H](C)O2 1
COc1ccc(NC(=O)Nc2ccc3c(c2)CC(=O)N([C@@H](C)CO)C[C@@H](C)[C@H](CN(C)S(=O)(=O)c2cn(C)cn2)O3)cc1 -301
COc1cc(C(F)(F)F)nc2ccc(C#CCOC(=O)Nc3ccccc3)cc12 -7
O=C1C2C=C(I)[C@H](C[C@@H]2OCCCCO)[C@@]12CO2 -5
O=C(C[C@@H]1CC[C@@H](NC(=O)NC2CCCCC2)[C@H](CO)O1)NCc1ccccc1 2
C[C@@H]1CN([C@@H](C)CO)C(=O)c2cccc(NC(=O)Nc3ccc4c(c3)OCO4)c2O[C@@H]1CN(C)S(=O)(=O)c1ccc(Cl)cc1 0
COCCCNC(=O)[C@@]1(Cc2ccccc2N=[N+]=[N-])N=C(c2ccc(OCCCO)cc2)O[C@H]1c1ccccc1 0
C=C1C(=O)O[C@@H]2[C@H]1[C@H](O)C[C@]1(C)[C@@H](O)CC=C(C)[C@@H]21 2

An excerpt. The share of hits here may be higher or lower than overall.
